Screens deposited in PubChem BioAssay by The Scripps Research Institute Molecular Screening Center.
ADAM17 inh – ADAM17 inhibition, QFRET primary screen; P78536; recombinant ADAM17, EDANS/DABCYL FRET peptide cleavage; inhibition, % at 6.95 µM; 370,000 tested, 0.83% active; AID 720648;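 active = inhibition above the mean of compounds lying between control limits plus 3 SD, set per campaign, cut at about 8.5% in these data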;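 also: 0% = DMSO-only wells as the low control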
Target sequence (P78536 215-824 limits assumed): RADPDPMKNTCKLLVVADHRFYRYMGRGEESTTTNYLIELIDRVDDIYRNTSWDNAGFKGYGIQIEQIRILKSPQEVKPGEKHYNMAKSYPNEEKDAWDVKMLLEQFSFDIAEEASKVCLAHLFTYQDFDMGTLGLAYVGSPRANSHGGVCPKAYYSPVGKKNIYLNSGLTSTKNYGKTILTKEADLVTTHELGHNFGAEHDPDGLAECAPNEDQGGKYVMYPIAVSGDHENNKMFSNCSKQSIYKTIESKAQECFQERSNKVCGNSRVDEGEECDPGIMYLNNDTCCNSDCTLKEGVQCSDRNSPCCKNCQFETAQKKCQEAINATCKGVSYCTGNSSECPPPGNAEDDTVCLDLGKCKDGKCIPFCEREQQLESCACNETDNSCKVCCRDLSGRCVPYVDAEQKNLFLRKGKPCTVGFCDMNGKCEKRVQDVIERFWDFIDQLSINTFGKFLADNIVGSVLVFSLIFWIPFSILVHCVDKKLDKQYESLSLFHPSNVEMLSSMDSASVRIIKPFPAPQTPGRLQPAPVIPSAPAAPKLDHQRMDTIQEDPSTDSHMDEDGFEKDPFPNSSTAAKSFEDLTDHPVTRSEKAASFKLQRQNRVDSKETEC
Tn7 DDE FP – disrupts Tn7 cyclic peptide binding to fibrin D-Dimer-E complex. FP displacement of FITC-Tn7 peptide from fibrin DD(E); 0% = median of compound wells per plate. 370,000 tested, 0.13% active. inhibition, % at 8.3 µM. AID 720508. P02675;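 active = inhibition above the mean of compounds falling within the control limits plus 3 SD of them, cut at about 14% in these data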;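 also: 0% = plate median of compound wells and 100% = 10 µM Aha-Tn7 peptide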
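Test system: human clot-derived fibrin DD(E) complex / Quantity: 2 µM final DD(E) protein / Incubation: 10 min plus 3 h, room temperature / Measured by: fluorescence polarization / Benchmarks: high control of 10 µM Aha-Tn7 peptide / Replicates: singlicate testing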
ARFGAP1 inh – rat ARFGAP1 inhibition; Q62848; Arfgap1-stimulated ARF1 GTP hydrolysis, GDP FP detection; inhibition, % at 16.5 µM; 360,000 tested, 0.26% active; AID 651572;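 active = inhibition above a per-plate limit, mean inhibition of low control wells plus 3 SD, cut at about 25% in these data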;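 also: 0% = DMSO wells with enzyme and 100% = wells lacking Arfgap1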
Target sequence (Q62848 1-136 limits assumed): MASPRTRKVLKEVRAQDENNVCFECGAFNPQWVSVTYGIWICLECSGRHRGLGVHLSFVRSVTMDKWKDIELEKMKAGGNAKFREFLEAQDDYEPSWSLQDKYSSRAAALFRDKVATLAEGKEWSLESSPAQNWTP
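System: truncated rat Arfgap1 GAP domain / Benchmarks: high control wells lacking Arfgap1, low control full reaction with DMSO / Times: compound-enzyme preincubation 20 min, reaction 120 min, detection 60 min, 25 °C / Repeats: one replicate per compound / Also added: human ARF1(Δ1-17)-GTP substrate / Measured by: Tracer-displacement fluorescence polarization with EDTA stop, 620/688 nm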
PLCg1 inh – PLC-gamma1 (human) inhibition, primary screen | 370,000 tested, 0.84% active | inhibition, % at 12.2 µM | purified PLC-gamma1, fluorogenic substrate, fluorescence | AID 720700 | P19174; in the data active = inhibition above about 9.5%
KLK7 zymogen act – activates the human kallikrein-7 zymogen | 370,000 tested, 0.9% active | activation, % at 7 µM | purified proKLK7, EDANS-DABCYL substrate fluorescence; 100% is mature enzyme control, 0% vehicle;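 active = activation above the mean of all tested compounds plus 3 SD, computed per campaign excluding outliers beyond control limits, cut at about 13% in these data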
Target sequence (P49862 whole entry, looked up): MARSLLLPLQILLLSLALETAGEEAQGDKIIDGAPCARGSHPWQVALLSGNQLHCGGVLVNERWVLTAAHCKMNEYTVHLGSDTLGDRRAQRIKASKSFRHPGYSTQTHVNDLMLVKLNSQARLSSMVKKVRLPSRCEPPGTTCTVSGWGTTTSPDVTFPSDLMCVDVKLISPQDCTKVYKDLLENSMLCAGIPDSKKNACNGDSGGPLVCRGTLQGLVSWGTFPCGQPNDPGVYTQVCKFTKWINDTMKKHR
TDP2 inh – TDP2 (human) inhibition, absorbance primary screen; O95551; recombinant TDP2, T5PNP hydrolysis, p-nitrophenol absorbance 415 nm; inhibition, % at 12.8 µM; 370,000 tested, 0.34% active; AID 720702;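 active = inhibition above the mean of all tested compounds plus 3 SD, set per campaign, cut at about 25% in these data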;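 also: 0% = DMSO with enzyme and 100% = buffer with substrate but no TDP2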
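System – recombinant human TDP2 · Amount – 120 nM TDP2 per well · Buffer or medium – Mg2+-containing Tris-HCl buffer, pH 7.5 · Reagent – T5PNP substrate, 5 mM · Dosing – 12.8 µM single point, 1% DMSO · Incubation – 2 h at 37 °C · Measured by – epi absorbance · Read-out basis – percent inhibition · Benchmarks – high control without enzyme, low control DMSO plus TDP2 · Repeats – singlicate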
Tn6 DDE FP – disrupts Tn6 cyclic peptide binding to fibrin D-Dimer-E complex. inhibition, % at 8.3 µM. AID 720509. 370,000 tested, 0.21% active. P02675. Fibrin DD(E) TRITC-Tn6 fluorescence polarization displacement;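 active = inhibition above a per-campaign cutoff: mean of compounds within control limits plus 3 SD, cut at about 15% in these data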;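 also: 0% = median of all compound wells on the plate and 100% = blocking peptide control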
ADAM10 inh – ADAM10 inhibition, QFRET primary screen; AID 720582; 370,000 tested, 0.62% active; recombinant ADAM10, EDANS/DABCYL FRET peptide cleavage, 3 h; O14672; inhibition, % at 7 µM;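 active = inhibition above a per-campaign cutoff equal to the mean of compounds falling between control-based bounds plus 3 SD, cut at about 20% in these data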;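 also: 0% = DMSO wells while the 100% control is not disclosed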
ASAP1 inh – ASAP1 ArfGAP inhibition | Q9ULH1 | ASAP1-stimulated ARF1 GTP hydrolysis, GDP FP detection | inhibition, % at 16.5 µM | 360,000 tested, 0.19% active; in the data active = inhibition above about 25%;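 also: 0% = vehicle with enzyme and substrate and 100% = no enzyme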
LEDGF integ inh – blocks HIV-1 LEDGF/p75-dependent DNA integration; TR-FRET IN-LEDGF/p75 DNA integration, Eu/Cy5; inhibition, % at 3.7 µM; 370,000 tested, 0.64% active; AID 743269;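 active = inhibition above the screen-wide mean plus 3 SD, cut at about 13% in these data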;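 also: signal is the Cy5 over europium emission ratio at 671 and 618 nm; 0% = plate median of compound wells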
Numbers without * were called inactive.

| structure | ADAM17 inh | Tn7 DDE FP | ARFGAP1 inh | PLCg1 inh | KLK7 zymogen act | TDP2 inh | Tn6 DDE FP | ADAM10 inh | ASAP1 inh | LEDGF integ inh |
| --- | --- | --- | --- | --- | --- | --- | --- | --- | --- | --- |
| CC(Sc1nc2ccccc2c(=O)[nH]1)C(=O)O (centres undefined) | 2 | -1 | 6 | 3 | 0.1 | -10 | 1 | 3 | 1 | 3 |
| CCOc1ccc(NC(=S)N/N=C(\C)Cc2ccc(OC)cc2)cc1 | 4 | 5 | 3 | 1 | 0.2 | -1 | 4 | 9 | -7 | 1 |
| COc1ccc(C(=O)NCc2ccccc2OC)cc1 | -1 | 2 | -5 | 0 | 0.3 | 11 | 1 | 0 | -9 | 2 |
| CCOc1ccc(N=C2NC(=O)C(CC(=O)Nc3ccccc3)S2)cc1 (centres undefined) | 5 | 0 | 4 | 3 | -0.5 | -3 | -2 | 7 | 7 | 2 |
| Cc1ccc(S(=O)(=O)N2CCN(CCOc3ccccc3)CC2)cc1 | 2 | 0 | -1 | 0 | 0.1 | 0 | 0 | -5 | 0 | -6 |
| COc1cccc(-c2csc(N3CCN(CC(=O)NNC(=O)c4ccc(Br)cc4)CC3)n2)c1 | 3 | -1 | 4 | 2 | -0.1 | -7 | 5 | 6 | 7 | -2 |
| CC1CC(C)CN(C(=O)CSc2ncnc3sccc23)C1 (centres undefined) | -4 | -5 | 14 | -6 | 1.0 | 2 | -1 | -1 | -11 | -1 |
| CN(c1ccccc1)S(=O)(=O)c1ccc(C(=O)NCC(c2ccco2)N2CCCCC2)cc1 (centres undefined) | 5 | -6 | 15 | 9 | 0.3 | -12 | -11 | -5 | -2 | 2 |
| Cc1c(/C(O)=C2/C(=O)C(=O)N(Cc3cccnc3)C2c2ccccn2)cnn1-c1ccccc1 (centres undefined) | 1 | 0 | -3 | -1 | 0.2 | -4 | 1 | 0 | -6 | 0 |
| CC(=O)Nc1ccc(S(=O)(=O)NCCC(=O)OC(C)C(=O)NC2(C#N)CCCCC2)cc1 (centres undefined) | -1 | 5 | -7 | -1 | -0.6 | -5 | -3 | -9 | -6 | 67* |
| C=CCn1nc(C(=O)Nc2ccc(OC)cc2)cc1-c1sc(NC(=O)c2ccccc2)nc1C | -1 | 3 | 13 | -28 | -32 | -3 | -3 | -15 | 15 | -4 |
| COc1ccc(-c2nn(-c3ccccc3)cc2/C=N/Nc2ccc(S(N)(=O)=O)cc2[N+](=O)[O-])cc1OC | 0 | -5 | 5 | 1 | 0.0 | 4 | 3 | 1 | 11 | 0 |
| Cc1cccn2cc(CNC(=O)c3ccco3)nc12 | 5 | 1 | -10 | 6 | 0.3 | -8 | -1 | 10 | 6 | -2 |
| CCN(CC)c1ccc(S(=O)(=O)N(CC)CC)cc1NC(=O)C1CCCC1 | -2 | 0 | -2 | -3 | 0.0 | -6 | 2 | 10 | -10 | 0 |
| NC1=NN=C(c2ccc3c(c2)OCCO3)CS1 | -1 | -7 | -9 | -10 | 0.1 | 4 | 4 | -5 | -1 | 3 |
| CCCC(=O)N1CCN(c2ccc(NC(=S)NC(=O)CC)cc2)CC1 | 7 | -4 | 6 | 3 | -0.3 | -10 | -1 | 12 | -5 | 4 |
| Cc1nc2c(C)cccc2cc1C(=O)N/N=C/c1ccc(N(C)C)cc1 | 2 | -5 | 11 | -209 | 0.3 | -5 | -2 | -1 | -8 | 1 |
| CC1CCCN(C(=O)Cn2c3ccccc3c3nc4n(c(=O)c32)CCS4)C1 (centres undefined) | -44 | 1 | -6 | 1 | 0.2 | -23 | -4 | -95 | 1 | 5 |
| O=C(NCc1ccc2c(c1)OCO2)C1CC(c2ccc(Cl)cc2)=NO1 (centres undefined) | -2 | -6 | 7 | 0 | 0.2 | 4 | 2 | -1 | 3 | -3 |
| CC(C)(C)N(Cc1ccccc1)C(=O)COC(=O)Cn1[nH]c(=O)c2ccccc2c1=O | -3 | -2 | -8 | -2 | -0.2 | -6 | 1 | 0 | 8 | -1 |
| COc1ccccc1NC(=O)Cn1cnc2c(nc3n2CCCCC3)c1=O | -2 | -2 | 3 | 1 | 0.9 | 16 | 2 | -4 | -7 | 3 |
| CCOC(=O)c1c(N)ssc1=S | 5 | -12 | 0 | 3 | -0.2 | 0 | -9 | 9 | 4 | -2 |
| CCC(Oc1ccccc1)C(=O)Nc1nnc(S(=O)(=O)N2CCCCC2)s1 (centres undefined) | -4 | 8 | -10 | 3 | -0.8 | -15 | -5 | 7 | -6 | 1 |
| CC(C)(C)OC(=O)C[C@@H]1C/C=C\C[C@H](CC(=O)N(CCO)Cc2ccccc2)C(=O)N2CCC[C@H]2COC1=O | -5 | -4 | 12 | 4 | 0.0 | -6 | 3 | -10 | -1 | 2 |
| CCn1c(SCC(=O)NC2CCCC2)nc2c1c(=O)n(C)c(=O)n2C | -2 | 0 | 4 | 1 | -0.1 | 14 | -3 | 3 | -24 | -1 |
| Cc1ccc(S(=O)(=O)Nc2cc(-c3ccccc3)nn2C)cc1 | -2 | 6 | -4 | -1 | -0.6 | 12 | 0 | 1 | -9 | -6 |
| c1csc(CNc2nc3ccccc3n2CCN2CCOCC2)c1 | -9 | -3 | 2 | -4 | 0.7 | -4 | -4 | -4 | -1 | -2 |
| COc1ccc(NC(=O)CS(=O)(=O)Cc2ccccc2)c([N+](=O)[O-])c1 | 1 | -5 | -24 | -2 | 0.2 | 13 | -7 | -2 | 11 | 0 |
| CC1=C(C(=O)OC(C)C)C2(O)C(=O)c3ccccc3C2(O)N1 (centres undefined) | -4 | 4 | 19 | -1 | 0.7 | 44* | 2 | 12 | -5 | 3 |
| COc1cccc(-c2ccc3ncnc(NCc4cccnc4)c3c2)c1 | -12 | 7 | 7 | -6 | -0.7 | 6 | -7 | -25 | -8 | -1 |
| CN(C)S(=O)(=O)c1cc(NC(=O)COC(=O)c2ccc3c(c2)OCO3)ccc1Cl | 2 | 7 | 12 | -2 | 0.2 | 3 | 3 | 3 | 2 | 3 |
| COc1ccc(CC(=O)NCc2ccc(Cl)cc2)cc1S(=O)(=O)N1CCOCC1 | 6 | -3 | 13 | 2 | 0.4 | -3 | 5 | -12 | 12 | 2 |

Arranged by number of heavy atoms (high to low): part of the list above.
| structure | ADAM17 inh | Tn7 DDE FP | ARFGAP1 inh | PLCg1 inh | KLK7 zymogen act | TDP2 inh | Tn6 DDE FP | ADAM10 inh | ASAP1 inh | LEDGF integ inh |
| --- | --- | --- | --- | --- | --- | --- | --- | --- | --- | --- |
| CC(C)(C)OC(=O)C[C@@H]1C/C=C\C[C@H](CC(=O)N(CCO)Cc2ccccc2)C(=O)N2CCC[C@H]2COC1=O | -5 | -4 | 12 | 4 | 0.0 | -6 | 3 | -10 | -1 | 2 |
| COc1ccc(CC(=O)NCc2ccc(Cl)cc2)cc1S(=O)(=O)N1CCOCC1 | 6 | -3 | 13 | 2 | 0.4 | -3 | 5 | -12 | 12 | 2 |
| CCC(Oc1ccccc1)C(=O)Nc1nnc(S(=O)(=O)N2CCCCC2)s1 (centres undefined) | -4 | 8 | -10 | 3 | -0.8 | -15 | -5 | 7 | -6 | 1 |
| COc1cccc(-c2ccc3ncnc(NCc4cccnc4)c3c2)c1 | -12 | 7 | 7 | -6 | -0.7 | 6 | -7 | -25 | -8 | -1 |
| COc1ccc(NC(=O)CS(=O)(=O)Cc2ccccc2)c([N+](=O)[O-])c1 | 1 | -5 | -24 | -2 | 0.2 | 13 | -7 | -2 | 11 | 0 |
| c1csc(CNc2nc3ccccc3n2CCN2CCOCC2)c1 | -9 | -3 | 2 | -4 | 0.7 | -4 | -4 | -4 | -1 | -2 |
| Cc1ccc(S(=O)(=O)Nc2cc(-c3ccccc3)nn2C)cc1 | -2 | 6 | -4 | -1 | -0.6 | 12 | 0 | 1 | -9 | -6 |
| CC1=C(C(=O)OC(C)C)C2(O)C(=O)c3ccccc3C2(O)N1 (centres undefined) | -4 | 4 | 19 | -1 | 0.7 | 44* | 2 | 12 | -5 | 3 |
| CCOC(=O)c1c(N)ssc1=S | 5 | -12 | 0 | 3 | -0.2 | 0 | -9 | 9 | 4 | -2 |

Next section.
| structure | ADAM17 inh | Tn7 DDE FP | ARFGAP1 inh | PLCg1 inh | KLK7 zymogen act | TDP2 inh | Tn6 DDE FP | ADAM10 inh | ASAP1 inh | LEDGF integ inh |
| --- | --- | --- | --- | --- | --- | --- | --- | --- | --- | --- |
| O=C(Cc1c(F)cccc1Cl)Nc1nccs1 | -3 | 0 | -10 | 2 | 0.3 | 7 | -1 | -6 | -2 | 3 |
| O=C(O)/C=C/C(=O)N1CCN(c2cccc(Cl)c2)CC1 | 0 | 0 | -3 | 1 | -0.6 | 9 | -7 | -2 | 6 | 1 |
| NC(=O)c1ccc(NC(=O)CSc2nnc(-c3cccnc3)n2Cc2ccco2)cc1 | -5 | 0 | -14 | 0 | 0.1 | 10 | 2 | 0 | -11 | 2 |
| COC(=O)c1ccccc1SCc1csc(C)n1 | 0 | -3 | 8 | -1 | 0.2 | 3 | -1 | 7 | -1 | 2 |
| CNC(=O)c1c(NC(=O)CCS(=O)(=O)c2ccccc2)sc2c1CCN(C(=O)OC)C2 | -4 | -11 | 8 | -5 | -0.5 | -1 | 2 | -10 | -4 | 5 |
| CC1(C(=O)NCc2ccc(Cl)cc2)CCN1C(=O)Cc1ccc(Cl)cc1Cl (centres undefined) | 0 | 3 | 5 | 3 | -0.1 | 1 | 3 | -4 | -9 | -3 |
| N#Cc1ccc(C(=O)N2CCC3CC2c2cc(N4CCCCC4)ccc23)cc1 (centres undefined) | 0 | 0 | 7 | 0 | 0.1 | -9 | 0 | 1 | 14 | 4 |
| Clc1ccc2nc(N3CCCCC3)[nH]c2c1 | 4 | 5 | -11 | 4 | 0.6 | -20 | -5 | 16 | 0 | 0 |
| COC(=O)CCCCCCCCCCN1CCCCC1 | 0 | -3 | -8 | 3 | 0.0 | 7 | 4 | -4 | 1 | 3 |
| CCCC(C)C(=O)OCC(=O)NCc1ccc(OC)c(OC)c1 (centres undefined) | -25 | -6 | 3 | 0 | -0.2 | 9 | -9 | 0 | -2 | -1 |
| Nc1nc(SCC(=O)Nc2cccc(F)c2)n[nH]1 | 0 | 6 | 9 | 2 | -0.1 | -19 | -1 | 4 | -7 | 6 |
| CC(=O)N1SC(N)=NC1c1ccccc1 (centres undefined) | -3 | -3 | -4 | 2 | -0.1 | 12 | -4 | 6 | 4 | 1 |
| O=C(CSCc1ccc(F)cc1)Nc1ccc(F)cc1 | 5 | 2 | 2 | 2 | -1.2 | -2 | -3 | 6 | 3 | 0 |
